C2C12 statin – suppression of simvastatin myotoxicity. rescue of ATP level, % at 7.49 µM. C2C12 myotubes + simvastatin, ATP luminescence, 48 h; scaled: DMSO 0, geranylgeraniol control 100. 0.78% of 330,000 active;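 active = mean ATP rescue above about 67%, or every replicate alone reaching that limit, limit read from the data, passing the limit was not always enough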;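 also: myotubes were challenged with 10 µM simvastatin during compound exposure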
Cneo AK release – causes C. neoformans cell lysis | AID 651654 | 0.2% of 360,000 active | adenylate kinase release luminescence, 4 h; normalised: neutral wells 0, clomiphene wells 100 | lysis activity, % at 15 µM;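 active = mean lysis activity across replicates of at least 80%, whatever share of replicates individually reach that level; inactive = mean lysis activity below 80%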
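Assay system: log-phase C. neoformans yeast / Quantity: yeast cell density of 5 × 10^6 cells/mL / Medium: fresh YPD growth medium / Compound: single dose / Timing: static 4 h at 37 °C with compound, 1 h detection / Measured by: adenylate kinase release luminescence / Read-out: lysis from increased AK signal / Benchmarks: Clomiphene as positive lysis control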
PGC1a acetyl inh – lowers PGC1a acetylation signal in U2OS cells; AlphaScreen anti-acetyl-lysine; with virally co-expressed GCN5 acetyltransferase; inhibition, % at 15.6 µM; 0.17% of 350,000 active; AID 651687;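 active = every replicate shows inhibition of at least 40%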;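 also: 0% = neutral control wells and 100% = positive control wells; some results beyond the cut were filed as inactive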
GSIS activator – GLuc luminescence reporter in INS-1E cells, primary screen for activators of glucose-dependent secretion of insulin; INS-1E GLuc reporter insulin secretion, 2-3 h; activation, % at 16.6 µM; 0.61% of 370,000 active; AID 743287;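 active = lowest replicate activation of at least 40%, so every replicate reaches that level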;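 also: 0% = median of neutral control wells and 100% = median of IBMX positive control wells; some compounds called inactive have numbers as strong as hits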
FN deposit inh – fibronectin deposition inhibition | AH1F fibroblasts, Alexa488-fibronectin deposition fluorescence, overnight | AID 743247 | 0.086% of 350,000 active | inhibition, % at 12.6 µM;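 active = mean inhibition across replicates of 30% or more, regardless of how many single replicates reach that level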;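 also: positive control wells lacked labelled fibronectin entirely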
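Test system: AH1F fibroblast monolayer depositing Alexa488-labelled fibronectin into matrix. Input: 10000 cells per well. Technique: fluorescence, ex 485 nm, em 525 nm. Buffer or medium: DMEM plus 2% serum, read in PBS. Timing: 1 h cell adhesion before compound, then overnight fibronectin incubation. Compound: single dose, pinned. Read-out basis: inhibition from reduced deposited-fibronectin fluorescence.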
PglD DTNB – inhibitors of Campylobacter jejuni PglD acetyltransferase; purified PglD enzyme, DTNB colorimetric CoA detection; inhibition, % at 12.5 µM; 0.098% of 360,000 active; in the data active = inhibition above about 16%, passing the limit was not always enough; also: strong numbers were not always called active
CFTR F508del cor – CFTR F508del correction in bronchial cells. CFBE cells, YFP halide quenching; stimulated with forskolin plus potentiator P3; % fluorescence drop versus neutral controls. activity (quench increase), % at 7.58 µM. 0.36% of 350,000 active;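 active = mean added fluorescence quench of at least 8% versus neutral control, with both replicates also reaching 8%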;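 also: cells transiently co-express mutant CFTR-F508del with the halide-sensitive YFP; corrector assay measuring rescue of mutant channel to the surface after 24 h compound exposure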
miR122 inh – inhibitors of miR-122 in Huh7 cells. Huh7 miR-122 Renilla luciferase sensor, 48 h; neutral wells = 0, positive control = 100. activation (reporter increase), % at 12.5 µM. 0.3% of 340,000 active;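 active = mean replicate activation score at least 90 and every replicate individually at or above 90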;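 also: higher luciferase means less miR-122 activity so hits act as miR-122 inhibitors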
* hit, by the source's call; x = no result given; & = joins results of further samples; [ ] = another dose, or the depositor's remark.

Preview, 2 compounds:
compound | C2C12 statin | Cneo AK release | PGC1a acetyl inh | GSIS activator | FN deposit inh | PglD DTNB | CFTR F508del cor | miR122 inh
CO[C@H]1CN(C)C(=O)c2ccc(NC(=O)Nc3cc(F)ccc3F)cc2OC[C@@H](C)N(C(=O)c2cnccn2)C[C@@H]1C | 1.0 | -2.9 | 0.5 | 3.2 | -6.6 | 1.5 | -2.8 | x
CCC(C)[C@H](NC(=O)NCc1ccco1)C(=O)OC (stereo partly drawn) | -21.7 | -1.7 | -8.1 | 18.7 | -17.6 | -3.0 | -2.4 | 5.2

Main list, previewed entries included:
compound | C2C12 statin | Cneo AK release | PGC1a acetyl inh | GSIS activator | FN deposit inh | PglD DTNB | CFTR F508del cor | miR122 inh
CO[C@H]1CN(C)C(=O)c2ccc(NC(=O)Nc3cc(F)ccc3F)cc2OC[C@@H](C)N(C(=O)c2cnccn2)C[C@@H]1C | 1.0 | -2.9 | 0.5 | 3.2 | -6.6 | 1.5 | -2.8 | x
CCC(C)[C@H](NC(=O)NCc1ccco1)C(=O)OC (stereo partly drawn) | -21.7 | -1.7 | -8.1 | 18.7 | -17.6 | -3.0 | -2.4 | 5.2
C[C@H]1CN([C@@H](C)CO)C(=O)c2cccc(NC(=O)CCCCCC(=O)Nc3ccccc3N)c2O[C@@H]1CN(C)S(=O)(=O)c1ccc(Cl)cc1 | -48.2 | x | -2.5 | -9.8 | -14.4 | x | 1.5 | 7.6[16.7 µM]
CC(C)CCn1c(=O)c2ccccc2n2c(CCC(=O)NCC3CCCO3)nnc12 (stereo not drawn) | 2.7 | 16.1 | -4.3 | 16.6 | 0.6 | 2.1 | 2.1 | 0.7
C[C@H](CO)N1C[C@H](C)[C@@H](CN(C)CC2CCCCC2)Oc2ccc(NC(=O)CCN3CCOCC3)cc2C1=O | -0.4&2.3 | -0.6&3.6 | 13.7 | -2.1&-8.7 | -8.1&-5.6 | -1.6&-1.7 | -0.3&1.8 | 1.0[16.7 µM]
CSCCC(NS(=O)(=O)c1cccc(C(F)(F)F)c1)C(=O)Nc1ccccc1N1CCCC1 (stereo not drawn) | 13.4 | 10.6 | -9.6 | -24.7 | -2.1 | -5.4 | -1.9 | 12.1
O=C(Nc1ccc([N+](=O)[O-])cc1)Nc1cnccn1 | -4.2 | -10.8 | 35.9 | -14.0 | -2.5 | -0.1 | -1.2 | -7.8
N#Cc1cc([N+](=O)[O-])ccc1NC(=O)CSc1n[nH]c(=O)n1C1CC1 | 2.9 | -2.0 | -1.5 | 3.4 | 4.0 | -4.7 | 3.7 | 9.5
Cc1c(S(=O)(=O)N2CCCCC2)c(=O)n(C)c(=O)n1C | 9.3 | x | x | 23.1 | 1.3 | x | 0.4 | x
COc1ccc(OCC(=O)NNc2c3ccccc3nc3ccccc23)cc1 | -5.8 | -10.6 | -7.1 | x | -0.8 | -0.8 | x | 1.6
CCCOc1ccc(N2C(=O)CC(N(CCc3ccc(S(N)(=O)=O)cc3)C(C)=O)C2=O)cc1 (stereo not drawn) | 2.7 | -3.2 | 8.2 | x | -6.8 | 2.0 | x | -4.9
C[C@H](CO)N1C[C@H](C)[C@@H](CN(C)C)Oc2cc(C#Cc3ccccn3)ccc2S1(=O)=O | 12.7 | 0.5 | -1.3 | -8.6 | -5.9 | 0.9 | -3.2 | 58.1[16.7 µM]
COc1ccc(-c2ccc(C(=O)NCc3ccc(N4CCN(C)CC4)cc3)c3occc23)c(C)c1 | 6.4 | 11.4 | -24.3 | x | 6.2 | -1.7 | -2.3 | 9.1
O=C(C[C@@H]1CC[C@@H]2[C@H](COC[C@H](O)CN2C(=O)c2ccccc2F)O1)NCc1ccccc1 | -2.1 | 2.5 | -2.1 | 1.1 | -17.4 | 5.6 | -1.3 | 1.1[16.7 µM]
CN1CCc2c(sc3c2c(=O)n(-c2ccccc2)c2nnc(SCc4ccc(Cl)cc4)n32)C1 | 34.8 | 1.1 | 3.5 | x | x | 6.0 | x | 0.0
CCCN(CC(=O)Nc1ccccc1C)C(=O)CCl | -0.2 | -3.0 | -1.7 | 3.6 | 19.8 | -3.9 | 1.7 | -13.9
COc1ccc(CN(C)S(=O)(=O)c2nnc(NC(=O)c3cccc(C)c3)s2)cc1OC | 15.0 | 2.8 | x | -16.1 | -7.2 | -6.1 | 0.9 | x
O=C(C[C@H]1CC[C@H]2[C@@H](COC[C@H](O)CN2C(=O)c2cnccn2)O1)N1CCN(c2ccccc2)CC1 | -19.3 | 3.1 | 1.9 | 6.0 | -10.8 | 1.2 | 1.8 | 2.5[16.7 µM]
COc1ccccc1NC(=O)N(C)C[C@@H]1Oc2ncc(C#CCC(C)C)cc2C(=O)N([C@H](C)CO)C[C@@H]1C | 24.4 | 51.7 | -8.4 | -12.6 | x | -0.8 | -1.4 | -3.2[16.7 µM]
CCn1c(C)[n+](CC(O)COCC2CC=CCC2)c2ccccc21 (stereo not drawn) | -49.7 | 0.4 | 6.0 | x | -9.6 | 7.3 | x | 6.7
Cc1ccsc1C(=O)OCC(=O)N1CC(=O)Nc2ccccc21 | 3.2 | -1.5 | 3.5 | x | -4.8 | 0.1 | x | -5.2
CCOC=C1SC(=S)N(c2ccccc2OC)C1=O | 0.4 | 1.9 | -4.4 | 6.2 | 6.5 | x | -1.2 | -2.0
CC(Sc1nnc(C2CC2)n1Cc1ccccc1)C(=O)N1CCNC1=O (stereo not drawn) | 1.3 | -1.0 | 4.3 | 11.7 | 2.8 | -1.3 | -2.7 | -1.9
O=C(c1ccccc1)C(O)C(c1ccccc1)N1CCOCC1 (stereo not drawn) | 21.3 | -0.1 | 5.0 | -2.1 | 14.5 | -2.5 | 1.1 | 2.8
COc1ccccc1NC(=S)NCc1ccc2c(c1)cc(C)n2C | -32.1 | -0.6 | -9.8 | -14.7 | 5.0 | 1.3 | 2.9 | 25.1
CCc1ccc2nc(N(CCCN(C)C)C(=O)c3ccc(S(=O)(=O)N4CCCC4)cc3)sc2c1 | x | 4.3 | -2.7 | -13.1 | 4.0 | -1.5 | -3.5 | -6.4
O=C(Oc1cccc(Cl)c1)N1CCOCC1 | -0.1 | 0.1 | 17.7 | -2.7 | -2.4 | 1.8 | -1.6 | -4.2
C/C=C/c1ccc2c(c1)O[C@@H](CN(C)C(=O)c1cccc(F)c1)[C@H](C)CN([C@H](C)CO)S2(=O)=O | -27.0 | -12.9 | 8.2 | -8.6 | x | -0.5 | -0.5 | 8.4[16.7 µM]
CC(C)NC(=O)Nc1ccc2c(c1)CC(=O)N([C@@H](C)CO)C[C@H](C)[C@H](CN(C)C(=O)Nc1ccc(C(F)(F)F)cc1)O2 | -9.3 | 0.2 | 8.9 | -0.8 | x | 2.8 | 0.8 | 2.3[16.7 µM]
C[C@@H]1CCCCO[C@@H](CN(C)C)[C@H](C)CN([C@@H](C)CO)C(=O)c2cc(NC(=O)c3ccccc3)ccc2O1 | -24.9 | 2.0 | 3.0 | 21.0 | x | 6.5 | -2.6 | 1.2[16.7 µM]
CC1(C)CC(N2CCCC2)=CC(=[N+]2CCCCC2)C1 | x | -5.5 | x | -26.5 | -9.3 | 2.6 | x | x
COc1cccc(-c2noc(CCCC(=O)Nc3ccc(C(N)=O)cc3)n2)c1 | 3.2 | 0.9 | -17.2 | 28.6 | 2.5 | -2.3 | -0.7 | -1.1
CCCNC(=S)N1CCC(NC(=O)C2CCCCC2)CC1 | x | -0.1 | x | x | -6.0 | 0.1 | x | -8.7
CCOC(=O)Cc1csc(NC(=O)Cn2c(=O)oc3ccccc32)n1 | x | 1.7 | -0.5 | -3.9 | 6.3 | 3.6 | -0.5 | 1.8
CC(C)(C)CC(=O)Nc1ccccc1N1CCN(c2ccccc2)CC1 | x | x | -15.9 | -13.3 | -15.9 | x | 0.0 | x
O=C1c2ccccc2C(=O)c2c1cccc2N1CCOCC1 | 10.9 | 0.6 | 44.3 | x | x | 5.5 | x | -0.2
CCCCN(C(=O)c1ccc(S(=O)(=O)N(CC)CC)cc1)c1c(N)n(CCC)c(=O)[nH]c1=O | 6.9 | 5.4 | x | 2.0 | 0.6 | -0.7 | -0.6 | -6.3
COc1ccc(OC)c(S(=O)(=O)Nc2cccc(-c3ccc4nncn4n3)c2)c1 | -5.3 | -0.7 | x | 24.9 | -16.8 | 0.3 | 3.9 | 332.7*
Cc1ccc(NC(=O)CN(C)C(=O)COC(=O)CNS(=O)(=O)c2ccc(Br)cc2Cl)cc1 | x | 1.7 | -4.4 | -6.9 | 11.6 | 1.0 | 1.3 | 17.9
CC1CC(C)(C)NC(=S)N1CCCC(=O)Nc1ccc(F)c(F)c1 (stereo not drawn) | x | x | 15.2 | -11.1 | -3.8 | x | -0.9 | -2.4
Cc1ccc(-n2c(C)cc(C(=O)COc3c(CO)cc(F)cc3CO)c2C)cc1C | -14.2 | -3.9 | 0.2 | -20.4 | 1.4 | -5.6 | x | -7.2
O=C(CN1C(=O)c2ccccc2C1=O)N1CCCCC1 | 0.0 | 1.3 | 2.7 | x | x | 0.8 | x | -0.5
Cc1ccc(OC(=O)c2sc3ncn(C)c(=O)c3c2C)cc1 | 3.8 | -2.1 | 3.5 | 2.0 | -6.8 | -3.8 | -2.2 | 0.2
COc1ccc(C(=O)NCc2nnc(SCC(=O)N3CCCc4ccccc43)o2)cc1OC | 2.6 | x | -2.8 | 9.9 | -9.3 | x | x | -5.2
CCC(=O)N(C)C[C@@H]1Oc2cc(-c3cccnc3)ccc2S(=O)(=O)N([C@@H](C)CO)C[C@@H]1C | 4.8 | -0.2 | 0.7 | 13.4 | 4.2 | 4.3 | -1.4 | 1.0[16.7 µM]
Cc1ccccc1NC(=O)Cc1nc(COC(=O)c2cccc(C)c2O)cs1 | -2.9 | 8.3 | x | -1.0 | 10.1 | -2.0 | 1.8 | x
O=C(CSc1nc2ccccc2c2c1CCCC2)N1CCOCC1 | -17.6 | -0.3 | -11.4 | 9.6 | 0.9 | 1.5 | 6.2 | 1.4
COc1ccccc1C(=O)Nc1ccc2c(c1)C(=O)N(C)C[C@@H](OC)[C@@H](C)CN[C@H](C)CO2 | 13.3 | 0.5 | -11.8 | 1.8&-4.6 | -7.1&7.5 | 0.6 | 0.5 | 10.3[16.7 µM]
O=C(/C=C/c1ccc2c(c1)OCO2)NCc1ccncc1 | -6.0 | -3.7 | 1.3 | 5.0 | 16.4 | 1.2 | 0.7 | -2.3
COc1ccc(CN2CCCC2C(=O)Nc2ccc(OC)c(OC)c2)cc1OC (stereo not drawn) | -10.2 | -0.5 | 4.0 | 20.8 | x | 4.1 | x | 2.5
C=CCSc1nc2c(c(=O)[nH]c(=O)n2C)n1Cc1ccccc1 | 19.2 | 11.1 | 5.9 | 17.4 | -0.9 | 0.8 | 0.3 | -1.2
CCCCc1nc2cc(C(=O)NC3CCOC(C)(C)C3)ccc2o1 (stereo not drawn) | -48.6 | 0.0 | x | 6.5 | 1.9 | 1.7 | -2.0 | 0.7

Records above shown as hits in miR122 inh.
mol	PGC1a acetyl inh	GSIS activator	PglD DTNB	CFTR F508del cor	miR122 inh
COc1ccc(OC)c(S(=O)(=O)Nc2cccc(-c3ccc4nncn4n3)c2)c1	x	24.9	0.3	3.9	332.7*

Bioassay records from PubChem.
